# GLP-1R agonist: activates the human GLP-1 receptor. AID 624172. 380,000 compounds, 0.007% hits. HEK293 GLP-1R CRE-luciferase, luminescence, 4-6 h; cells express a hypersensitive GLP-1R form. P43220. Potency, µM (series often up to 45.6 µM), for inactives: at the top dose activation, most hits filed as activators; further: % of control where 0% means no effect
# Target sequence (P43220 whole entry, looked up): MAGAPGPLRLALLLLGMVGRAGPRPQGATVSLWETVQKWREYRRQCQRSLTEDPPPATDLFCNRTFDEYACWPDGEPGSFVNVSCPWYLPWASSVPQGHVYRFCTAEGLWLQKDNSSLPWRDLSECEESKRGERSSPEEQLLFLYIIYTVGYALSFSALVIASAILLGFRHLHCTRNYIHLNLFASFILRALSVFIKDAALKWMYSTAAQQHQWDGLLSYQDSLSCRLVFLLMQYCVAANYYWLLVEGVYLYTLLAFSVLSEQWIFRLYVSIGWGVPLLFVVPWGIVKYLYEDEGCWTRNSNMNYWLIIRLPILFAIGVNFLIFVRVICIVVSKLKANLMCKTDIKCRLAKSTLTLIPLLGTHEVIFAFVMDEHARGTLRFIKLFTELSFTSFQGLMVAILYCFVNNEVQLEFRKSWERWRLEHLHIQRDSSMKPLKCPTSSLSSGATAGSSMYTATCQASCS
# SW480 rereplic: inducers of DNA re-replication in SW480 colon cancer cells; Potency, µM (highest dose often 46.1 µM), for inactives: top-dose re-replication activation, actives largely listed as activators; 340,000 compounds, 1.8% hits; SW480 DNA re-replication, Hoechst DNA content imaging, 48 h; further: % of control where 0% means no effect; nearly all actives have a fitted effect of over 55% in size
#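 Quantitative HTS format with DMSO vehicle controls; 48 hr drug incubation at 37 C, then 40 min Hoechst staining and scanning imager measurement at 405 nm excitation.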
# HT1080 IDH1KD tx: kills HT-1080 cells with IDH1 knockdown; 360,000 compounds, 2% hits; Potency, µM (series often up to 46.1 µM), for inactives: at the top dose activity, negative = toxicity, actives largely listed as cytotoxic; AID 686971; HT-1080 IDH1 knockdown viability, ATP luminescence, 48 h;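 further: 0% = DMSO wells and -100% = cell-free medium wells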
#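 In this qHTS, HT-1080 cells depleted of IDH1 are exposed for 48 h at 37 °C to compound titrations. Toxicity is scored from CellTiter-Glo luminescence, with DMSO as full viability and medium alone as none.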
# HT1080NT lethal: kills 2HG-producing HT-1080-NT fibrosarcoma cells. HT-1080-NT fibrosarcoma viability, CellTiter-Glo ATP luminescence, 48 h. Potency, µM (series often up to 46.1 µM), for the others: at the highest dose activity, negative = less viability, most hits filed as cytotoxic. 360,000 compounds, 1.6% hits. AID 686970;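 further: NT is the 2HG producing partner of a matched IDH1 knockdown line; 0% = DMSO-treated cells and -100% = media-only wells without cells; nearly all actives have a fitted effect of over 55% in size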
#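 Compounds were tested in concentration-response format on HT-1080-NT cells for 48 hours at 37 degrees C. Cell viability came from CellTiter-Glo luminescence; curves were classified by r2, response magnitude and activity.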
# KB-V1 MDR tox: kills drug-selected multidrug resistant KB-V1 cells. Potency, µM (titrated, usually from 46.1 µM), for inactives: top-dose activity change, negative = cytotoxicity, usual class: cytotoxic. 400,000 compounds, 3.4% hits. AID 1347076. KB-V1 MDR cells viability, CellTiter-Glo, 72 h; further: on the % scale 0 is the no-effect control and ±100 the full control effect; nearly all actives have a fitted effect of over 60% in size
#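 Potencies derive from concentration-effect curves fitted to normalized luminescence (CellTiter-Glo) of KB-V1 cells treated for 72 h at 37 degrees C in phenol-red-free DMEM containing 10% FBS.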
# KB-3-1 tox: kills parental KB-3-1 adenocarcinoma cells; KB-3-1 viability, CellTiter-Glo ATP luminescence, 72 h; Potency, µM (titrated, usually from 46.1 µM), without a hit: top-dose activity change, negative = cytotoxic, most hits filed as cytotoxic; 400,000 compounds, 1.4% hits; AID 1347075; further: on the % scale 0 is the no-effect control and ±100 the full control effect; nearly all actives have a fitted effect of over 60% in size
#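 Here the drug-naive KB-3-1 line serves as comparator for MDR sub-line selectivity; cells received compound titrations, 72 h at 37 °C, then CellTiter-Glo readout.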
# GLP1R cytotox: cytotoxicity counter-screen for GLP-1 receptor inverse agonists; 410,000 compounds, 0.13% hits; AID 624418; Potency, µM (top dose mostly 38.3 µM), for inactives: top-dose activity change, negative = inhibition, hits mostly inhibitors; HEK293 cAMP-luciferase reporter cells, luminescence, 24 h;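 further: loss of luciferase light is scored as toxicity; on the % scale 0 is the no-effect control and ±100 the full control effect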
#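 1536-well qHTS counterscreen of the MLSMR; 200 cells/uL, 12 h pre-incubation, 23 nL cpd, 24 h at 37 deg C 5% CO2, luciferase detection reagent, 12 min RT, luminescence. Inhibition = undesired.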
# TDP43 rescue: rescues yeast growth from TDP-43 toxicity | TDP-43 expressing yeast growth rescue, BacTiter-Glo, 24 h | Potency, µM (series often up to 46.1 µM), inactives show at the highest dose growth rescue (activation), actives largely listed as activators | 410,000 compounds, 1.8% hits; further: % of control where 0% means no effect; nearly all actives have a fitted effect of over 50% in size
#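 Growth rescue of TDP-43-toxic yeast measured as ATP luminescence (BacTiter-Glo). Cells grown to mid-log in raffinose, induced in galactose at OD600=0.02, exposed to compound 24 hr at 30 deg C.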
# GLP1R inv ag: acts as inverse agonist at human GLP-1 receptor. P43220. HEK293 GLP-1R CRE-luciferase, luminescence, 24 h; GLP-1R form is constitutively active. Potency, µM (highest dose often 38.3 µM), without a hit: top-dose activity change, negative = inhibition, usual class: inhibitors. 410,000 compounds, 1.6% hits. AID 624417; further: on the % scale 0 is the no-effect control and ±100 the full control effect; nearly all actives have a fitted effect of over 55% in size
#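 Assay principle: reduced luminescence from a cAMP-responsive reporter in HEK293 cells co-expressing a constitutively active GLP-1R. Conditions: 24 hr compound incubation, 37 deg C, 5% CO2.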
# Starred values were filed as active, the others as inactive; ? = inconclusive; . = no result given; & = joins results of further samples; [ ] = another dose, or the depositor's remark. The call rests on the fitted dose curve; in most records, active means well fitted curve in the direction sought with a large enough effect; inconclusive means small, poorly fitted or top-dose-only effect, or another doubt; inactive means no such curve, though single readings can be large; an effect the other way counts as inactive or inconclusive. Potency means the concentration at half of the fitted maximal effect.
SMILES,GLP-1R agonist,SW480 rereplic,HT1080 IDH1KD tx,HT1080NT lethal,KB-V1 MDR tox,KB-3-1 tox,GLP1R cytotox,TDP43 rescue,GLP1R inv ag
Cc1ccc(Cl)cc1NC(=O)CON=C(N)c1ccccc1,21%,-608%[inhibitor],-1%,-6%,1%,-1%,-2%,-20%,?
CCOC(=O)c1ccc(S(=O)(=O)NCCN(CC)CC)cc1,0%,2%[1.84 µM],-10%,-22%,-24%,-20%,-6%,.,-28%
COc1ccc(CN(C(=O)CN2C(=O)C(C)Oc3ccccc32)C2CCCC2)c(OC)c1 (stereo not given),10%,4%,?,?,-6%,-11%,-5%,1%,?
Cc1ccc(N(CC(=O)Nc2ccc(F)c(Cl)c2)S(=O)(=O)c2c(C)noc2C)cc1,-3%,9%,?,?,18µM*,?,-17%,0%,-3%
C=CCOC(=O)C1=C(C)OC(N)=C(C#N)C1c1ccccc1F (stereo not given),7%,-1%,-3%,-4%,-19%,-4%,74%[activator],9%,20%
COCCNC(=O)CCc1c(C)nc2c(c(C)nn2-c2ccc(C)c(C)c2)c1C,1%,-12%,-1%,3%,2%,12%,-9%,?,8%
COc1ccc(N(C(=O)Cc2cccs2)C(C(=O)NC2CCCCC2)c2cccn2C)cc1 (stereo not given),4%,9%,-28%,-15%,-3%,-5%,-13%,11%,-4%
CCc1ccc(NC(=O)CCC(=O)c2ccccc2)cc1,9%,-16%,11%,18%,0%,-1%,-39%,15%,8%
COc1ccc(Br)cc1CNC(=O)C1CCCN(c2nc3ccccc3o2)C1 (stereo not given),2%,?,-3%,0%[9.24 µM],-9%,-2%,-16%,-13%,-7%
NC(N)=NS(=O)(=O)c1ccc(N=C2C(=O)Nc3ccccc32)cc1,0%,-2%,-11%,1%,-1%,-1%,14%,-2%,4%
Clc1ccccc1CN1CCN(/N=C/C=C/c2ccco2)CC1,12%,-10%,1%,-1%,0%,1%,-9%,7%,?
COc1cc(/C=N/n2cnnc2)ccc1OCCSc1ccc(C)cc1,15%,-8%,-15%,-6%,1%,-1%,15%,9%,32%[activator]
CC[C@H](C)[C@H](NC(N)=O)C(=O)NCCc1ccc(OC)cc1,8%,?,8%,5%,14%,8%,7%,1%,3%
O=C(Nc1ccc(F)cc1)NC1CCCCC1,-2%,-3%,0%[9.24 µM],5%,9%,10%,-6%,-17%,6%
NC(=O)c1oc2ccccc2c1NC(=O)CS(=O)(=O)c1ccccc1,7%,-6%,4%,0%,2%,16%,1%,-13%,14%
COC(=O)c1cc(NC(=O)COC(=O)CCc2nc3ccccc3c(=O)[nH]2)cc(C(=O)OC)c1,0%,-10%,-8%,-2%,1%,2%,0%,-8%,3%
COc1ccc(C2C(C#N)=C3NC(=O)c4c(sc5c4CCCCC5)N3C3=C2C(=O)CC(C)(C)C3)cc1 (stereo not given),-4%,?,?,?,?,?,-6%,13%,?
Nc1c2c(nc3cccc(Cl)c13)N(c1ccccc1)CC2,3%,3%,-10%,-1%,-1%,16%,-6%,-5%,10%
COc1ccc(OCCNc2cc(N3CCCCC3)ccc2[N+](=O)[O-])cc1,9%,-1%,-3%,-12%,-7%,-17%,-17%,17%,?
Cc1cc(N2C(=O)C(O)=C(C(=O)c3ccco3)C2c2ccc([N+](=O)[O-])cc2)no1 (stereo not given),0%,4%,-2%,-1%,?,-12%,2%,-19%,4%
O=C(c1ccccc1)c1ccccc1NC(=O)C1CCCN1Cc1ccccc1 (stereo not given),16%,1%,1%,8%,-14%,4%,1%,4%,?
COc1ccc(C(=O)CCC(=O)Nc2cccc(Cl)c2)cc1,11%,2%,9%,-1%,16%,1%,?,-9%,?
CN1C(=O)NC(NC(=O)c2ccncc2)(C(F)(F)F)C1=O (stereo not given),-1%,6%,-4%,-1%,-3%,-4%,-1%,-7%,0%
O=C(NCCc1ccccc1)C(=O)NN=C1CCCC1,-19%,4%,13%,2%,?,4%,-1%,21%,1%
CN(C[C@H](Cc1ccccc1)N(C[C@@H](Cc1cccc2ccccc12)N(CCc1ccccc1)N=O)N=O)N=O,3%,3%,0%,1%,5%,-3%,4%,-3%,-16%
CC(=N\NC(=O)c1ccc([N+](=O)[O-])cc1)/C(=N/O)C(=O)Nc1ccccc1,-30%[inhibitor],?,-28%,-18%,?,-3%,-3%,23%,2%
COc1ccc(C=C(NC(=O)c2ccccc2)C(=O)O)cc1OC,-4%,-3%,?,8%,5%,23%,-8%,0%,1%
COCCn1c(SCC(=O)c2ccc(C)cc2)nc2cc(C(=O)NC3CCCC3)ccc2c1=O,.,.,.,.,0%,2%,6%,21%,9%
COc1ccc(C=NNC(=O)CCCC(=O)NN=Cc2ccc(OC)c(O)c2)cc1O,-1%,-4%,14%,14%,19%,7%,-10%,0%,12%
Cc1ccc(N2CC(C(=O)Nc3ccc4c(c3)OCCO4)CC2=O)cc1 (stereo not given),-2%,-8%,?,-6%,-23%,4%,-20%,6%,7%
CCOc1ccc(CN2CCN(Cc3cnc(-c4ccccc4)s3)CC2CCO)cc1 (stereo not given),-2%,-1%,-21%,-1%,?,-14%,-18%,-6%,?
O=S(=O)(c1ccccc1Cl)N1CCC(Cc2ccccc2)CC1,6%,-4%,15%,-1%,-5%,5%,40%[activator],8%,7.9µM*
CCOC(=O)CCC(NC(=O)c1ccc(CNc2nc3cc(C(F)(F)F)ccc3nc2C(=O)OCC)cc1)C(=O)OCC (stereo not given),1%,1%,-1%,2%,9%,10%,13%,-14%,26%
Cc1cc(NC(=O)c2sc(Nc3ccc(F)c(Cl)c3)nc2N)no1,-3%,?,?,?,?,?,5%[7.66 µM],-9%,13%[7.66 µM]
CC1CCN(C(=O)c2ccc(CNc3c(N4CCCC4)c(=O)c3=O)cc2)CC1,12%,15%,13%,1%,17%,9%,6%,-3%,33%[activator]
CCOc1ccc(NC(=O)Cn2nnc(C(=O)NCCc3ccccc3)c2N)cc1,-1%,.,.,.,?,12%,-5%,13%,-19%
O=C(/C=C/c1ccccc1Cl)c1ccc(O)cc1,-4%,?,?,-2%,?,-62%,-21%,?,?
CCOc1ccc(CNC(=O)C2CCN(S(=O)(=O)c3ccc4c(c3)CCCC(=O)N4)CC2)cc1,1%,-3%,-12%,-2%,-4%,-11%,-7%,-4%,13%
COCCCNc1nc2c(-c3ccc(Cl)cc3)nnn2c2ccccc12,4%,11%,-3%,-7%,-10%,-3%,12%,7%,2%
CCOc1ccccc1-n1c(C)cc(C=O)c1C,2%,-11%,16%,15%,-7%,2%,4%,-1%[9.22 µM],2%

# Already shown: entries from further up.
SMILES,GLP-1R agonist,SW480 rereplic,HT1080 IDH1KD tx,HT1080NT lethal,KB-V1 MDR tox,KB-3-1 tox,GLP1R cytotox,TDP43 rescue,GLP1R inv ag
O=C(c1ccccc1)c1ccccc1NC(=O)C1CCCN1Cc1ccccc1 (stereo not given),16%,1%,1%,8%,-14%,4%,1%,4%,?
COc1ccc(C(=O)CCC(=O)Nc2cccc(Cl)c2)cc1,11%,2%,9%,-1%,16%,1%,?,-9%,?

# Reprinted at random: two records from the list.
SMILES,GLP-1R agonist,SW480 rereplic,HT1080 IDH1KD tx,HT1080NT lethal,KB-V1 MDR tox,KB-3-1 tox,GLP1R cytotox,TDP43 rescue,GLP1R inv ag
COc1ccc(Br)cc1CNC(=O)C1CCCN(c2nc3ccccc3o2)C1 (stereo not given),2%,?,-3%,0%[9.24 µM],-9%,-2%,-16%,-13%,-7%
COc1cc(/C=N/n2cnnc2)ccc1OCCSc1ccc(C)cc1,15%,-8%,-15%,-6%,1%,-1%,15%,9%,32%[activator]

# Next part:
SMILES,GLP-1R agonist,SW480 rereplic,HT1080 IDH1KD tx,HT1080NT lethal,KB-V1 MDR tox,KB-3-1 tox,GLP1R cytotox,TDP43 rescue,GLP1R inv ag
COc1cccc(Nc2nc(N)nc(CCl)n2)c1,9%,15µM*,10µM*,7.3µM*,-25%,-7%,-29%,-9%,?
O=C(CCN1CCc2ccccc2C1)Nc1cccc(F)c1,-2%,-6%,1%,15%,-2%,14%,-7%,11%,-29%
COc1ccc(NS(=O)(=O)c2ccc(C)c(C(=O)N3CCCCCCC3)c2)cc1,-6%,-2%,-9%,-7%,?,-2%,-2%,8%,?
COC(=O)/C=C1/N/C(=N\c2nc(C)cc(C)n2)N(c2ccc(C)c(C)c2)C1=O,-11%,5%,-11%,-12%,0%,-1%,-30%,9%,-16%
Cc1ccc(C)c(NC(=O)C2CCCN2S(=O)(=O)c2ccc3c(c2)n(C)c(=O)c(=O)n3C)c1 (stereo not given),8%,-9%,3%,-1%,?,24%,4%&3%,-12%&18%,2%&-3%
CC1(C(=O)NS(=O)(=O)Cc2cccc(Cl)c2)CCN1C(=O)Cc1ccccc1 (stereo not given),-3%,.,1%,0%,1%,0%,3%,-4%,2%
CN(CCc1cnn(C)c1)Cc1cn[nH]c1-c1ccc(-c2ccccc2)cc1,15%,?,-10%,-5%,-23%,12%,-4%,-8%,?
CC(C)(C)CN1CCNC[C@H]1Cc1ccc(O)cc1,2%,0%,0%,1%,-9%,4%,-2%,-6%,-25%
O=C(NCCN1CCN(C(=O)c2ccc([N+](=O)[O-])cc2)CC1)C(=O)NCc1ccccc1,0%,4%,9%,15%,?,-1%,-2%,7%,5%
Cc1cccc(CS(=O)(=O)c2ncc(Cl)c(C(=O)Nc3nnc(C(C)C)s3)n2)c1,-8%,?,7.3µM*,10µM*,16µM*,16µM*,?,?,?
C=CCNc1nc(NCCOC)c2sc(-c3ccccc3)cc2n1,21%,.,?,?,?,0%,-1%,28%,?
COc1ccccc1/C=C/CN1CCC(Oc2cc(C(=O)NC3CC3)ccc2OC)CC1,2%,-8%,2%,-1%,15%,3%,-7%,13%,13%
Cc1cccc(N2CCN(c3ccc(C(=O)O)cc3NC(=O)c3ccccc3F)CC2C)c1 (stereo not given),.,.,.,.,8%,7%,1%,?,-7%

# Marked active in GLP1R inv ag (from the list above):
canonical_smiles | GLP-1R agonist | SW480 rereplic | GLP1R inv ag
O=S(=O)(c1ccccc1Cl)N1CCC(Cc2ccccc2)CC1 | 6% | -4% | 7.9µM*

# Bioassay records (PubChem)
